TrxR1 substrate: rat thioredoxin reductase 1 substrate activity | purified TrxR1 substrate turnover, NADPH consumption readout | O89049 | AID 588456 | Potency, µM (titrated, usually from 114 µM), without a hit: at the highest dose activity change, negative = substrate turnover | 390,000 tested, 0.01% active; further: potency means the concentration at half of the fitted maximal effect; on the % scale 0 is the no-effect control and ±100 the full control effect; nearly all actives have a fitted effect of over 50% in size
Target sequence (O89049 whole entry, looked up): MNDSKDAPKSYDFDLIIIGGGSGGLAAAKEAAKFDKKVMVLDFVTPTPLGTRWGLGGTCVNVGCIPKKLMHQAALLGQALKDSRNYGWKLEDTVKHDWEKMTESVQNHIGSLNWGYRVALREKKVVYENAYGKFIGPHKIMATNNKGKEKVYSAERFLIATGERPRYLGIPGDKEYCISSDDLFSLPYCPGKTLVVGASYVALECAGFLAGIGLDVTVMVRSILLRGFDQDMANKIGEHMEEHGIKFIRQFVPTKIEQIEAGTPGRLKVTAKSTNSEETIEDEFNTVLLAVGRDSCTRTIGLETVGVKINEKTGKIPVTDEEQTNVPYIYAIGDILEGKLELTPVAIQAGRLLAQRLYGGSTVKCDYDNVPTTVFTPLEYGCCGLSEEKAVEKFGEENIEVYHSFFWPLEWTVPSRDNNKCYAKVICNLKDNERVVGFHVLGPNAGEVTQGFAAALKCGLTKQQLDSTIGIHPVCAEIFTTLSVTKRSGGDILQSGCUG
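Rat TrxR1, dispensed at 90 nM, was prereduced with 400 uM NADPH (final) for 5 min at ~22 deg C, then incubated with compound 15 min before 400 uM selenite. A first-read NADPH fluorescence drop versus no-compound background flagged substrates.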
RGS4 inhibitor: blocks human RGS4-accelerated GTP hydrolysis; P49798; Transcreener GDP fluorescence polarization, RGS4-accelerated GTP hydrolysis; Potency, µM (titrated, usually from 114 µM), without a hit: at the highest dose activity change, negative = inhibition, hits mostly inhibitors; 390,000 tested, 0.039% active; AID 504845; further: potency means the concentration at half of the fitted maximal effect; on the % scale 0 is the no-effect control and ±100 the full control effect; nearly all actives have a fitted effect of over 75% in size; some results filed as inactive show a strong effect at the top dose
Target sequence (P49798 whole entry, looked up): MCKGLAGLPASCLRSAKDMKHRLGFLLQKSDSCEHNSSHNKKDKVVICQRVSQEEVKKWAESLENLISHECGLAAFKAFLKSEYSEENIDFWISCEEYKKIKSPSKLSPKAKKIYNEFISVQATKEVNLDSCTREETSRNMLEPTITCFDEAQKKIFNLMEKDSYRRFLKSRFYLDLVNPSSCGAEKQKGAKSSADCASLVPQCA
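MLSMR compounds (23 nl, pin-transferred) preincubated 10 min at room temperature with a 500nM (2x) first reagent, then RGS4 at 900nM (2x) plus Transcreener GDP mix added; fluorescence polarization (620/688 nm) read before and after 90 min at 30 °C.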
mIDH1 inhibitor: inhibitors of human mutant IDH1 R132H | O75874 | IDH1-R132H enzyme, NADPH consumption, diaphorase/resazurin fluorescence | Potency, µM (highest dose often 76.6 µM), for the others: top-dose activity change, negative = inhibition, most hits filed as inhibitors | 390,000 tested, 0.093% active; further: potency means the concentration at half of the fitted maximal effect; on the % scale 0 is the no-effect control and ±100 the full control effect; nearly all actives have a fitted effect of over 65% in size
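IDH1-R132H (0.5 ug/mL dispensed) in pH 7.5 Tris buffer was preincubated 30 min with compound, then given a substrate mix of 0.016 mM NADPH and 2 mM alpha-KG for 80 min at room temperature; remaining NADPH was read by diaphorase/resazurin fluorescence.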
rTrxR1 inhibitor: inhibitors of rat thioredoxin reductase 1 | AID 588453 | Potency, µM (titrated, usually from 114 µM), without a hit: at the top dose activity change, negative = inhibition, usual class: inhibitors | recombinant rTrxR1, NADPH fluorescence consumption, selenite substrate | 390,000 tested, 1% active; further: potency means the concentration at half of the fitted maximal effect; on the % scale 0 is the no-effect control and ±100 the full control effect; nearly all actives have a fitted effect of over 65% in size
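Rat TrxR1 (90 nM in the dispensed reagent) was pre-reduced with 400 uM NADPH for 5 min at room temperature, then incubated with compound for 15 min. After 400 uM selenite was added, NADPH fluorescence (Ex 340/Em 450 nm) was followed for 8 min.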
Vif-APOBEC3F blk: Vif-A3F binding inhibition; Potency, µM (top dose mostly 46.1 µM), for inactives: at the top dose activity, negative = active; 390,000 tested, 0.2% active; AID 602313; HeLa A3F-eYFP + Vif (tagged APOBEC3F with the HIV-1 protein that degrades it), YFP fluorescence increase; further: potency means the concentration at half of the fitted maximal effect; % of control where 0% means no effect; nearly all actives have a fitted effect of over 65% in size
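HeLa cells stably expressing A3F-eYFP plus Vif, plated and incubated overnight at 37 deg C, then exposed to compounds overnight at 37 deg C. Blocked degradation read as raised yellow fluorescence (Ex 488/Em 500-530).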
USP1 inh: blocks the human USP1/UAF1 deubiquitinase complex. O94782. recombinant USP1/UAF1, Ub-Rhodamine cleavage fluorescence. Potency, µM (series often up to 57.1 µM), inactives show at the top dose activity change, negative = inhibition, most hits filed as inhibitors. 390,000 tested, 0.23% active; further: potency means the concentration at half of the fitted maximal effect; on the % scale 0 is the no-effect control and ±100 the full control effect; nearly all actives have a fitted effect of over 60% in size; inactives centre near -12
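USP1/UAF1 complex (1 nM) preincubated 15 min at room temperature with compound, then Ub-Rho substrate (150 nM final) added. Kinetic fluorescence at 480/540 nm over 6 reads at 60 s intervals; 50 mM HEPES pH 7.8, 0.5 mM EDTA, 0.1 mg/ml BSA, 1 mM TCEP, 0.01% Tween-20.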
Glioma ERSR ind: ER stress response induction in glioma; 420,000 tested, 0.02% active; Potency, µM, for the others: top-dose activation, hits mostly activators; U87-MG GRP78 promoter luciferase reporter, 16 h; AID 602332; further: potency means the concentration at half of the fitted maximal effect; series mostly up to about 76 µM; % of control where 0% means no effect; nearly all actives have a fitted effect of over 35% in size
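Stably transfected U87-MG human glioma cells carrying a GRP78-based luminescent sensor were seeded at 1000 cells/well, pin-dosed with compounds and incubated 16 h. Luciferase reagent was then added, and end-point luminescence was read after 10 min at room temperature.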
LDHA block: inhibitors of human lactate dehydrogenase A. purified LDHA, NADH/diaphorase-resazurin fluorescence; hits give low values. activity change, % (values are at about 110 or 230 µM). 480,000 tested, 0.15% active. AID 1347041; in the data active means activity change below about -30%; inconclusive means mostly about -25% to -30%;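 further: plate controls were DMSO wells for no effect and wells without enzyme for full effect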
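Human LDH5 at 2 nM final in Tris HCl pH 7.4 with 0.06 mM NADH and 0.2 mM pyruvate, reacted 5 minutes at room temperature. Remaining NADH coupled via diaphorase/resazurin; resorufin fluorescence read at 0 and 20 minutes, normalized to enzyme-free and DMSO wells.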
Vif-A3G inh: blocks the Vif interaction with human APOBEC3G. Q9HC16. HeLa A3G-eYFP + Vif (tagged APOBEC3G with the HIV-1 protein that degrades it), YFP fluorescence, overnight. Potency, µM (doses to about 46.1 µM), for the others: top-dose activity, negative = active, actives largely listed as inhibitors. 410,000 tested, 0.076% active. AID 602310;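 further: potency means the concentration at half of the fitted maximal effect; on the % scale 0 is the no-effect control and ±100 the full control effect; nearly all actives have a fitted effect of over 60% in size; hits raise eYFP signal because A3G escapes Vif-driven loss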
Target sequence (Q9HC16 whole entry, looked up): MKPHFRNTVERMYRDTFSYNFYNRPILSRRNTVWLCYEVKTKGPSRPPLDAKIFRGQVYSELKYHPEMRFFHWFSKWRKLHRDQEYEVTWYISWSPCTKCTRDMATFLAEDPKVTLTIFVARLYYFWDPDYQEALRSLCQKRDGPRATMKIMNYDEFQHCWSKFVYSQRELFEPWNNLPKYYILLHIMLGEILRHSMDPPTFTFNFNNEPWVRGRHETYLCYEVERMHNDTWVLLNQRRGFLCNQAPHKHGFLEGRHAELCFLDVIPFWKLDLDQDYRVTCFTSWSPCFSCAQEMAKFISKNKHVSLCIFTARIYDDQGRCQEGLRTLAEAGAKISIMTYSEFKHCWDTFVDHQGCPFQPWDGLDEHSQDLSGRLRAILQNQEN
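Read-out is eYFP fluorescence (Ex 488/Em 500-530) from Vif-expressing HeLa A3G-eYFP cells; more signal means A3G escaped Vif-mediated degradation. Cells plated overnight, compound pinned in, incubated overnight at 37 deg C.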
* = called active by the depositor; ? = inconclusive; . = no result given; & = joins results of further samples; [ ] = another dose, or the depositor's remark. Unless noted, the call rests on the fitted dose curve; in most records, active means well fitted curve in the direction sought with a large enough effect; inconclusive means small, poorly fitted or top-dose-only effect, or another doubt; inactive means no such curve, though single readings can be large; an effect the other way counts as inactive or inconclusive. The list is partial; rates above refer to the full screens.

SMILES	TrxR1 substrate	RGS4 inhibitor	mIDH1 inhibitor	rTrxR1 inhibitor	Vif-APOBEC3F blk	USP1 inh	Glioma ERSR ind	LDHA block	Vif-A3G inh
CCN(CC)CC(O)COc1ccc2c(c1)c(C(C)=O)c(C)n2-c1ccccc1 (stereo not given)	3%	-33%	9%	4%	.	-3%	-2%	-5	1%
CC(C)[C@H](Nc1ccc(S(=O)(=O)N2CCOCC2)cc1[N+](=O)[O-])C(=O)OCC(N)=O	-5%	-5%	5%	1%	-9%	-5%	-2%	-9	-1%
Cc1cc(C)c(C)c(S(=O)(=O)N2CCC(C(=O)NCCCN3CCCC3=O)CC2)c1C	-2%	20%	-1%	0%	-3%	-2%	1%	1	-1%
O=C1CSC(c2cccc(F)c2)N1c1ccccc1F (stereo not given)	9%[57.1 µM]	9%	8%	4%[57.1 µM]	-3%	-5%	1%	-5	0%
CCn1ncc([N+](=O)[O-])c1C(=O)n1nc(C)cc1C	2%[57.1 µM]	27%	0%	-3%[57.1 µM]	3%	2%	-1%	-6	2%
CCOc1ccc(CCNC(=O)Cn2nc(CC)n3c(cc4ccccc43)c2=O)cc1	7%	0%	-14%	24%	-1%	-11%	-3%	-6	3%
COc1ccc(NC(=O)CN2C(=O)C(C)(C)c3cc(S(=O)(=O)N4CCCCC4)ccc32)cc1Cl	4%[57.1 µM]	-43%	0%	18%[57.1 µM]	1%	-11%	-3%	1	-1%
CN(C(=O)COc1ccc(Cl)cc1)C1(C)CCS(=O)(=O)C1 (stereo not given)	3%[57.1 µM]	-4%	-4%	9%[57.1 µM]	-20%	-23%	-3%	-8	-1%
CCOCCCNC(=O)C1CCN(c2cc(C)nc3c(-c4ccc(Cl)cc4)c(C)nn23)CC1	8%	11%	1%	21%	-21%	-28%	-2%	-15	3%
Cc1sc2ncn(CC(=O)N3CCN(c4cccc(Cl)c4)CC3)c(=O)c2c1S(=O)(=O)N1CCC(C)CC1	2%	-32%	8%	24%	-4%	-15%	-2%	4	-5%
CCC1(CC)Cc2ccccc2-c2[nH]c(=S)[nH]c(=O)c21	2%	-35%	-2%	-11%	-9%	-10%	-5%	-7	-29%
COc1ccc(-c2nc(N3CCOCC3)nc3n[nH]c(N)c23)cc1	5%[57.1 µM]	-2%	2%	36%[57.1 µM]	5%	-2%	-7%	-5	2%
c1ccc(NCn2cncn2)nc1	-8%	14%	5%	-5%	-1%	6%	-3%	-11	-3%
O=C(CCc1nnc(CCCCc2ccccc2)o1)NCCc1cccnc1	1%[57.1 µM]	3%	7%	37%[activator][57.1 µM]	-3%	-14%	7%	0	0%
CCCc1nnc(SCC(=O)Nc2nccs2)o1	6%	42%	-8%	21%	3%	-13%	0%	-3	1%
CN(N)c1nc2ccccc2nc1C(F)(F)F	6%	?	26%	17%[57.1 µM]	-6%	-20%	-2%	-6	-3%
Fc1ccc(NC(=S)NC23CN4CN(CN(C4)C2)C3)cc1	5%	-17%	-4%	-5%	5%	-14%	-1%	-6	0%
Cn1c(=O)c2c(ncn2CC(=O)Nc2nnc(Cc3ccccc3)s2)n(C)c1=O	8%[57.1 µM]	31%	6%	18%[57.1 µM]	6%	6%	-4%	-9	1%
Cc1cccc(C(=O)Oc2ccccc2-c2nnco2)c1	4%	11%	3%	22%	-14%	6%	7%	1	-11%
Cn1c(-c2csc(-c3cccc(C(F)(F)F)c3)n2)n[nH]c1=S	5%	-37%	8%	8%[57.1 µM]	-43%	-19%	-2%	-10	0%
COCCCNC(=O)C(CC(N)=O)NC(=O)OCc1ccccc1 (stereo not given)	16%	-11%	2%	19%	6%	-10%	-1%	-7	1%
Cc1sc(NC(=O)CSc2nnc(COc3ccccc3)n2C)c(C#N)c1C	0%[57.1 µM]	-29%	4%	-6%[57.1 µM]	-3%	-3%	-4%	-3	-12%
C=C(C)CSc1nc2sc3c(c2c(=O)n1-c1ccc(C)cc1)CCN(C)C3	-16%[57.1 µM]	-16%	4%	8%[57.1 µM]	13%	-19%	-5%	6	0%
Cc1oc(-c2cccc(Cl)c2)nc1CN1CCC(C(=O)NCCCN2CCN(c3ccccc3F)CC2)CC1	-4%	-6%	-12%	9%	1%	-17%	-2%	-11	5%
COc1ccc2c(c1)N(C(=O)CSc1n[nH]c(C)n1)C(C)(C)C=C2C	6%[57.1 µM]	18%	2%	10%[57.1 µM]	-1%	-16%	-5%	1	0%
CC(Cc1ccccc1)C(=O)Nc1ccc(Br)cc1 (stereo not given)	-7%	-2%	15%	1%	-3%	-6%	0%	-10	-2%
O=C(Cn1cc(C(F)(F)F)cc(Cl)c1=O)Nc1cccc(Cl)c1	-2%	-23%	8%	-1%	0%	-12%	-4%	-1	0%
CN(C)S(=O)(=O)c1cccc(NC(=O)c2c[nH]c3ccccc23)c1	9%	-2%	2%	30%[activator]	-5%	-24%	5%	-1	11%
CCOc1ccc(S(=O)(=O)Nc2ccc(C(=O)NN)cc2)cc1	5%	-12%	5%	7%	7%	-22%	2%	-1	7%
Cc1c(OC(C)C(=O)O)ccc2c3c(c(=O)oc12)CCCC3 (stereo not given)	266%[activator]	-8%	-8%	-29%	2%	-24%	-2%	-1	-1%
CC(C)C1C(=O)N(Cc2cn(CCC3OCCO3)nn2)CCS(=O)(=O)N1Cc1ccc(-c2ccc(F)nc2)cc1 (stereo not given)	.	.	6%	.	-1%	-5%	-5%	-10	2%
Cc1ccc(C(=O)N2CCCC(C(F)(F)F)C2)cc1S(=O)(=O)N1CCCCC1 (stereo not given)	-6%	22%	6%	7%	-2%	-16%	-2%	-2	1%
O=[N+]([O-])c1cccc(S(=O)(=O)Nc2ccc(Cc3ccncc3)cc2)c1	6%	19%	9%	31%	-5%	-11%	1%	-1	0%
Cc1c(CC(=O)O)c(=O)oc2c(C)c(OCc3ccc(F)cc3F)ccc12	228%[activator]	-5%	1%	12%	-3%	-16%	0%	-8	3%
CCCS(=O)(=O)N1CCCC(C(=O)NCCN2CCCCC2C)C1 (stereo not given)	5%	28%	3%	6%	0%	-21%	-5%	-5	0%
COc1ccccc1OCCCn1c(=O)sc2ccccc21	5%[57.1 µM]	18%	8%	1%[57.1 µM]	3%	-15%	9%	-2	-1%
Cc1c(C(=O)NN)nn(-c2ccc(F)cc2)c(=O)c1C#N	-2%	-20%	2%	-10%	4%	-8%	-5%	13	1%
Cc1ccc(C(=O)NCCNS(C)(=O)=O)cc1	1%	-21%	6%	2%	-7%	-18%	-1%	0	-4%
Oc1ccc(C=NN=C2c3ccccc3-c3ccccc32)c(O)c1	-8%[57.1 µM]	-5%	1%	4%[11.4 µM]	?	-21%	1%	-2	-29%
O=[N+]([O-])c1ccc2n[nH]nc2c1	-13%&-9%	-2%	0%	-10%	.	-1%	-6%&-1%	-3&-4	1%&1%

Continued, starting with the last 2 of the part before.
SMILES	TrxR1 substrate	RGS4 inhibitor	mIDH1 inhibitor	rTrxR1 inhibitor	Vif-APOBEC3F blk	USP1 inh	Glioma ERSR ind	LDHA block	Vif-A3G inh
Oc1ccc(C=NN=C2c3ccccc3-c3ccccc32)c(O)c1	-8%[57.1 µM]	-5%	1%	4%[11.4 µM]	?	-21%	1%	-2	-29%
O=[N+]([O-])c1ccc2n[nH]nc2c1	-13%&-9%	-2%	0%	-10%	.	-1%	-6%&-1%	-3&-4	1%&1%
CCOC(=O)c1oc2ccccc2c1COC(=O)CNC(=O)c1ccc(C)cc1	0%	-4%	0%	19%	3%	-8%	1%	-9	-2%
CCCCNS(=O)(=O)c1ccc2nc(SCC(=O)Nc3ccccc3Cl)[nH]c2c1	-11%	-31%	1%	-12%	-2%	-18%	-6%	-1	-12%
COc1ccc(N=C2C(=Nc3ccc(OC)cc3)N(c3ccccc3)C(=S)N2C(=O)c2ccc(Cl)cc2)cc1	-3%	-8%	5%	7%	-5%	-21%	?	0	0%
CCCOc1ccc(CSCCNC(=S)Nc2ccccc2)cc1	-14%	-8%	4%	-24%	?	-21%	-2%	2	0%
CCN1C(=O)C(Cc2nc3ccccc3c(=O)n2-c2ccccc2)c2cc(Br)ccc21 (stereo not given)	-3%	22%	.	17%	.	-26%	.	-8	.
Cc1[nH]n(-c2ccccc2)c(=O)c1N=Nc1cccc(C(=O)O)c1	-13%	8%	-1%	-15%	-5%	-14%	-11%	-3	-8%
OC1(c2ccccc2)CNCCc2ccccc21 (stereo not given)	5%	-31%	5%	8%	-3%	-18%	-6%	-2	1%
CCOc1ccc2nc(SCC(=O)NCC3CCCO3)sc2c1 (stereo not given)	-4%	0%	-11%	8%	-4%	-4%	3%	-5	4%
CCCOC(=O)c1ccc(NC(=O)c2cc(=O)[nH]c3ccccc23)cc1	-2%	-5%	2%	12%	-10%	-10%	12%	-1	0%
Nc1c(-c2nc(-c3ccncc3)no2)nnn1CC(=O)Nc1ccccc1	10%	8%	.	32%	.	-17%	.	-3	.
O=C(CCl)NC(Cc1ccccc1)c1ccccc1 (stereo not given)	14%[57.1 µM]	-11%	2%	-50%	-10%	-21%	-16%	-5	0%
CCN(CC)c1cc2nonc2c2nonc12	-1%	-12%	1%	-5%	2%	-9%	-1%	-4	-4%

Screening data from PubChem BioAssay.
